Screening results as filed in PubChem BioAssay.
RBBP9 inh: human RBBP9 inhibitors, primary screen, biochemical, fluorescence polarization, FP-Rh probe, HTS. Serine hydrolase RBBP9 (Homo sapiens), O75884. recombinant RBBP9. inhibition, % at 7.94 µM. actives 0.2% (n = 220,000). AID 1515, 2009;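 active = inhibition above the campaign mean of all tested compounds plus 3 SD, cut at about 14% in these data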;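 also: plate controls were DMSO wells with RBBP9 for no effect and wells lacking RBBP9 protein for full effect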
Target sequence (O75884 whole entry, looked up): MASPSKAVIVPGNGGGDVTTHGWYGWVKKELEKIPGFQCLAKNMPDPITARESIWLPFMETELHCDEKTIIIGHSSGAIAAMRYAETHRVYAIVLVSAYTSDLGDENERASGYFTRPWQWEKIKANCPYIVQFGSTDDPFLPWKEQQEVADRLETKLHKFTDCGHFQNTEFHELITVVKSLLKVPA
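Controls: DMSO-treated enzyme wells and wells lacking RBBP9 | Material: RBBP9 protein | Technique: Fluorescence polarization | Replication: Single well per compound, no replicates | Buffer or medium: Tris-NaCl-Pluronic buffer, pH 8.0 | Timing: 30 min compound preincubation, 45 min probe labeling, 25 °C | Read-out basis: Percent inhibition from mP, scaled between DMSO and no-protein wells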
EP2 antag: human EP2 receptor antagonists, primary screen, TR-FRET cAMP, C6 glioma cells; C6 glioma cells expressing human EP2; cells stimulated with saturating PGE2; Prostaglandin E2 receptor EP2 subtype (Homo sapiens), P43116; inhibition, % at 25 µM; actives 0.52% (n = 260,000); AID 1422, 2008;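 active = percent inhibition above 40 after rounding to a whole number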;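 also: rat C6 glioma host cells with rolipram phosphodiesterase inhibitor present; the protocol text gives 20 µM as final concentration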
Target sequence (P43116 whole entry, looked up): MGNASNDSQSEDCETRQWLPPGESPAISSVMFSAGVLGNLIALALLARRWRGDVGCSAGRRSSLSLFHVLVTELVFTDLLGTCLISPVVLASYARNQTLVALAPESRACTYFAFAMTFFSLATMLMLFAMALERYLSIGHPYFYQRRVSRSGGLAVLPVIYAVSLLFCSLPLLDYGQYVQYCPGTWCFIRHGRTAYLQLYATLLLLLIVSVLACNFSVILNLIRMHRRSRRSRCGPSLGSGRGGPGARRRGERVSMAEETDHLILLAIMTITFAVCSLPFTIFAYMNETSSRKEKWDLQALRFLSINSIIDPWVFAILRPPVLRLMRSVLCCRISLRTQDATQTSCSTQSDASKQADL
p47phox inh: p47phox/p22phox peptide binding inhibitors, primary screen, biochemical, uHTS, NADPH oxidase regulatory subunit | Neutrophil cytosol factor 1 (Homo sapiens), P14598 | fluorescence polarization, 2 h | inhibition, % at 24.7 µM | actives 0.53% (n = 220,000);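 active = inhibition above about 30%, limit read from the data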;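 also: 0% = p47phox with labelled peptide and 100% = labelled peptide alone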
Target sequence (P14598 whole entry, looked up): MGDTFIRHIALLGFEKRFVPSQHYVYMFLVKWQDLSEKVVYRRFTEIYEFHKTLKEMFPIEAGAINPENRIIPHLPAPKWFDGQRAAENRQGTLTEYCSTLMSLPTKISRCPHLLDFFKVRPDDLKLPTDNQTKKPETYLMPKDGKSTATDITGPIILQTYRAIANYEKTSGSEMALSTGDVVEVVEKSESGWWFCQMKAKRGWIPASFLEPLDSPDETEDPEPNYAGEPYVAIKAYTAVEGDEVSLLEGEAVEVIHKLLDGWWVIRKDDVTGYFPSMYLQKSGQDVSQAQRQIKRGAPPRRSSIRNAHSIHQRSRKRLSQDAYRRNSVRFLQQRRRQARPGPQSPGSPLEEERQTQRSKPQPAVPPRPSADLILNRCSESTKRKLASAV
Ba/F3 V617F tox: reduced viability of JAK2V617F-dependent Ba/F3 cells, primary screen, JAK2V617F inhibitor project, cell-based, Ba/F3 EpoR-JAK2V617F, luminescence | actives 1.1% (n = 220,000) | inhibition, % at 5.6 µM | AID 1446, 2008 | ATP luminescence;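 active = inhibition above the campaign mean plus 3 SD over all tested compounds, cut at about 24% in these data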;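 also: cytokine-independent growth of Ba/F3 cells driven by EpoR plus mutant JAK2; 0% = DMSO-treated cells and 100% = JAK inhibitor I control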
PPC-1+TRAIL kill: compounds killing PPC-1 cancer cells with TRAIL present, primary screen, TRAIL potentiator project, ATPLite luminescence, uHTS; PPC-1 cells + TRAIL, ATPLite viability luminescence; actives 0.41% (n = 220,000); cell killing (% activity), % at 4 µM;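 active = cell killing above 50% in the first pass at 4 µM, then a duplicate retest at 5 µM averaging 50% or more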;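 also: plate controls were cells with TRAIL plus DMSO for no effect and medium-only wells lacking cells for full effect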
TbHK1 inh: Trypanosoma brucei hexokinase 1 inhibitors, primary screen, biochemical, G6PDH-coupled NADH absorbance, MLSCN library. actives 0.11% (n = 220,000). recombinant TbHK1, G6PDH-coupled NADH A340. hexokinase 1 [Trypanosoma brucei]. inhibition, % at 10 µM;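 active = inhibition of 50% or more in the single-dose primary screen; inactive = inhibition below 50%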
Furin inhibitor: human furin inhibitors, primary screen, biochemical, fluorescence intensity; inhibition, % at 30 µM; P09958; AID 463115, 2010; purified furin, fluorogenic substrate cleavage; actives 0.061% (n = 220,000); in the data active = inhibition above about 25%; also: inactives centre near -15
p97 ATPase inh: inhibitors of human p97 ATPase, primary screen, biochemical; recombinant p97 ATPase, Kinase-Glo ATP luminescence, 3 h; inhibition, % at 8 µM; Transitional endoplasmic reticulum ATPase (Homo sapiens), P55072; actives 0.42% (n = 220,000); in the data active = inhibition above about 15%;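 also: 0% = DMSO vehicle and 100% = wells lacking enzyme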
BaF3 tox: parental Ba/F3 cell viability inhibition, counter-screen for JAK2V617F inhibitor project, murine pro-B, CellTiter-Glo luminescence; AID 1486, 2009; CellTiter-Glo ATP luminescence; inhibition, % at 5.6 µM; actives 1.1% (n = 220,000);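 active = inhibition above a per-campaign cutoff, the mean inhibition of all tested compounds plus 3 SD, cut at about 27% in these data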;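 also: 0% = DMSO wells and 100% = JAK Inhibitor I control wells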
* = called active by the depositor; / = not tested or not shown; & = joins results of further samples; [ ] = dose if it differs, or a comment. The list is partial; rates above refer to the full screens.

[1] O=[N+]([O-])/C(C=Nc1ccccc1O)=C\Nc1ccccc1O
[2] Cc1ccccc1C1CC(c2cccs2)Nc2nnnn21 (stereo not given)
[3] O=C(OCc1nnc(-c2ccccc2)o1)c1ccc(CO)cc1
[4] O=C(CNS(=O)(=O)c1ccc(Br)s1)NCC1COc2ccccc2O1 (stereo not given)
[5] CC(CS(=O)(=O)c1ccc2ccccc2c1)N1CCN(C2CCCCC2)CC1 (stereo not given)
[6] O=C(CN1CCc2ccccc2C1)Nc1ccccc1N1CCCCCC1
[7] Cc1ccc(OCCC(=O)O)cc1
[8] O=C(COC(=O)Cc1ccccc1F)Nc1ccc(F)cc1F
assay / compound,1,2,3,4,5,6,7,8
RBBP9 inh,-6,-6,1,1,-4,-2,-2,-1
EP2 antag,10,17,3,5,/,5,7,1
p47phox inh,2,-1,-7,-11,/,1,-8,3
Ba/F3 V617F tox,39*,0,-2,4,-3,2,-3,2
PPC-1+TRAIL kill,19,-2,27,15,/,26,9,-14
TbHK1 inh,-18,-4,2,3,8,5,-2,-8
Furin inhibitor,9,-19,-25,-21,7[20 µM],-14[20 µM],-17,-19
p97 ATPase inh,-3,-3,6,-4,3,-3,9,-1
BaF3 tox,17,3,2,1,4,7,-3,12

[9] CCCn1c(SCC(=O)NCCc2ccccc2)nnc1-c1ccco1
[10] O=C1N/C(=C/c2ccc(N3CCOCC3)o2)C(=O)N1c1ccccc1
[11] O=C(CCc1ccccc1)Nc1nncs1
[12] Cc1ccc2c(c1)c1c3n2CCN(C(=O)CN2CCN(C)CC2)C3CCC1 (stereo not given)
[13] Cc1ccc(/C=C/C(=O)Nn2cnnc2)cc1
[14] O=C(CCCNS(=O)(=O)c1cccc2nsnc12)NC1CCCCC1
[15] c1ccc(C2[C@H]3CN(Cc4cccnc4)[C@H](c4ccccc4)C34CC2(c2cccnc2)C4)cc1 (stereo not given in full)
[16] CC1CCCCN1S(=O)(=O)c1ccc(C(=O)Nc2ccccc2-c2nc3ccccc3[nH]2)cc1 (stereo not given)
assay / compound,9,10,11,12,13,14,15,16
RBBP9 inh,-9,-6,-6,-2,-6,-6,/,-10
EP2 antag,21,4,16,12,14,9,14,6
p47phox inh,13,-37,-7,-4,-13,4,-19,-22
Ba/F3 V617F tox,-1,2,-4,1,1,2,/,1
PPC-1+TRAIL kill,7,18,11,18,1,2,18,9
TbHK1 inh,1,-8,6,-16,-8,-10,-9,-24
Furin inhibitor,-14[20 µM],-15,-5[20 µM],-17,-14[20 µM],-11,-31,-17
p97 ATPase inh,3,6,1,2,1,-3,/,4
BaF3 tox,4,-1,-3,6,4,-2,/,2

Whole records as entered above:
O=C(CCCNS(=O)(=O)c1cccc2nsnc12)NC1CCCCC1 in the list: RBBP9 inh: -6; EP2 antag: 9; p47phox inh: 4; Ba/F3 V617F tox: 2; PPC-1+TRAIL kill: 2; TbHK1 inh: -10; Furin inhibitor: -11; p97 ATPase inh: -3; BaF3 tox: -2
O=C1N/C(=C/c2ccc(N3CCOCC3)o2)C(=O)N1c1ccccc1 in the list: RBBP9 inh: -6; EP2 antag: 4; p47phox inh: -37; Ba/F3 V617F tox: 2; PPC-1+TRAIL kill: 18; TbHK1 inh: -8; Furin inhibitor: -15; p97 ATPase inh: 6; BaF3 tox: -1

Among those listed so far, 2 contain a halogen:
[4] O=C(CNS(=O)(=O)c1ccc(Br)s1)NCC1COc2ccccc2O1 (stereo not given)
[8] O=C(COC(=O)Cc1ccccc1F)Nc1ccc(F)cc1F
assay / compound,4,8
RBBP9 inh,1,-1
EP2 antag,5,1
p47phox inh,-11,3
Ba/F3 V617F tox,4,2
PPC-1+TRAIL kill,15,-14
TbHK1 inh,3,-8
Furin inhibitor,-21,-19
p97 ATPase inh,-4,-1
BaF3 tox,1,12

Further entries
[17] O=C(Cn1cc2c(n1)CCCC2)NCc1cccs1
[18] Cc1cc(C)c2c(-n3cccc3)c(C(=O)NNS(=O)(=O)c3ccc(Br)cc3)sc2n1
[19] CCOC(=O)N1CCC(NCCNC(=O)c2ccco2)CC1
[20] O=C(COC(=O)CCc1c[nH]c(=O)[nH]1)Nc1cccc(Cl)c1
[21] O=C(O)CCC1COc2ccccc2O1 (stereo not given)
[22] COc1ccc(-c2oc3ncn(Cc4ccco4)c(=N)c3c2-c2ccc(OC)cc2)cc1
[23] Cc1[nH]nc(SCC(=O)NCc2ccc(Cl)cc2)c1[N+](=O)[O-]
[24] O=C(CN(Cc1ccco1)C(=O)c1nsc(Cl)c1Cl)NC1CCCCC1
assay / compound,17,18,19,20,21,22,23,24
RBBP9 inh,-3,-8,-11,1,-9,-9,-6,-5
EP2 antag,7,10,3&12,2,3,16,3,14&1
p47phox inh,-8,-10,-1,-27,-4,-39,-20,-6
Ba/F3 V617F tox,0,-2,-2,-5,4,6,0,2
PPC-1+TRAIL kill,14,21,13,4,1,1,-18,7
TbHK1 inh,-4,9,4,0,-3,-9,35,1
Furin inhibitor,-19,-17[20 µM],-18,-17[20 µM],-17[20 µM],-5,-8,-19
p97 ATPase inh,-3,-4,5,8,-6,-8,5,-5
BaF3 tox,8,7,4,3,7,10,4,6

[25] CN(Cc1cccc(-n2cccn2)c1)C(=O)CCc1nnc(C2CCCCC2)o1
[26] COc1ccc(NC(=O)c2ccccc2NC(=O)c2ccco2)c(OC)c1
[27] c1ccc(OCc2nn3c(C4CCCCC4)nnc3s2)cc1
[28] COc1ccc(C2(O)CCN(C(=O)c3ccc4c(c3)OCO4)CC2)cc1
[29] COc1cc(CN(C)C)cc(C=O)c1O
[30] Cc1ccc(-c2nnc(SCc3nc(N)nc(Nc4ccccc4C)n3)n2N)cc1
[31] CC(C)CC(OC(=O)c1cccs1)C(=O)NCc1ccco1 (stereo not given)
[32] Cc1ccc(C(=O)CSc2ccc(-c3cccnc3)nn2)cc1
assay / compound,25,26,27,28,29,30,31,32
RBBP9 inh,-5,-6,-9,-7,-4,-5,-5,-8
EP2 antag,7,-4,-3,6&5,6,/,12,9
p47phox inh,-3,-17,-5,-3,-2,-6,-15,6
Ba/F3 V617F tox,2,0,2,0,-3,-3,-4,-1
PPC-1+TRAIL kill,24,8,6,19,-1,11,22,9
TbHK1 inh,-1,-3,0,-3,-6,-5,6,-3
Furin inhibitor,-21,-18,-23,-19,-26,-16[20 µM],-17[20 µM],-29
p97 ATPase inh,-2,3,-8,4,5,3,-1,-2
BaF3 tox,6,9,0,6,7,1,-3,8

[33] CCc1ccc(N(CC(=O)Nc2sc3c(c2C(=O)OC)CCCC3)S(C)(=O)=O)cc1
[34] CCOC(=O)c1c(NC(=O)CCN2C(=O)c3cccc([N+](=O)[O-])c3C2=O)sc(C(=O)OC(C)C)c1C
[35] Cc1ccc(NC(=O)COC(=O)CCC(=O)c2cccs2)cc1S(=O)(=O)N1CCOCC1
[36] NC(=O)c1ccc(NC(=O)CSc2nnc(-c3ccncc3)n2Cc2ccco2)cc1
[37] O=C(Nc1nncs1)c1ccccc1Br
[38] COc1ccc(-c2onc(C)c2-c2cscn2)c(O)c1
[39] O=c1oc2cc(OCc3ccc([N+](=O)[O-])cc3)ccc2c2c1CCCC2
[40] CCN(CC)S(=O)(=O)c1ccc(C)c(NC(=O)COC(=O)CNC(=O)c2ccc(C(C)(C)C)cc2)c1
assay / compound,33,34,35,36,37,38,39,40
RBBP9 inh,-1,-5,-10,-3,-4,-8,-4,-7
EP2 antag,16,7,8,7,6,3,9,11
p47phox inh,-1,-4,1,-9,-13,-7,-6,-17
Ba/F3 V617F tox,-2,7,1,0,2,1,2,1
PPC-1+TRAIL kill,21,15,13,-4,6,14,21,18
TbHK1 inh,-16,-2,-1,-7,5,-6,-5,-6
Furin inhibitor,-26,1,-8[20 µM],-17,-13,-35,7[20 µM],-18
p97 ATPase inh,1,-2,-5,5,-1,2,-4,6
BaF3 tox,-1,9,7,-2,7,7,4,-1

Some values from the list:
entry 36 @ p47phox inh: -9
entry 39 @ p97 ATPase inh: -4
entry 33 @ PPC-1+TRAIL kill: 21

(list continues)
[41] Cc1c(C(=O)N2CCCCC2)sc(N)c1C#N
[42] O=C(NCCCCCCOC1=NS(=O)(=O)c2ccccc21)C(=O)Nc1ccccc1
[43] CC(CN1CCN(C)CC1)OC(=O)c1ccccc1 (stereo not given)
[44] CC(C)=NNc1nc2c(c(=O)[nH]c(=O)n2C)n1CCc1ccccc1
[45] O=C(O)c1cc(CN2CCOCC2)oc1-c1ccccc1
[46] Cc1csc(NC(=O)CCCC(=O)O)c1-c1nc2ccccc2s1
[47] CC(=O)N1CCN(C(=S)NCCc2ccccc2)CC1
[48] Cc1cc(C(=O)NNC(=O)c2ccc(C(F)(F)F)cc2)no1
[49] O=C(CSc1cccc(C(F)(F)F)c1)NCc1ccccc1
[50] CCOc1ccc(OCc2ccc(C(=O)N3CCOCC3)cc2)cc1
[51] COC(=O)c1cccc(C(=O)Nc2cnc3ccccc3c2)n1
assay / compound,41,42,43,44,45,46,47,48,49,50,51
RBBP9 inh,-6,-2,4,2,10,-4,-3,-1,2,-7,-3
EP2 antag,3,6,26,0,10,8,3,5,4,6,25
p47phox inh,6,27,-6,-5,3,-20,-3,-11,-11,-15,-14
Ba/F3 V617F tox,-1,3,1,-1,2,-5,-3,-4,-1,-2,-1
PPC-1+TRAIL kill,14,17,20,19,-1,17,14,-4,-6,26,-2
TbHK1 inh,0,0,2,3,-1,-31,-1,-11,32,-7,-10
Furin inhibitor,-16,-20,-19[20 µM],-16,-11[20 µM],-16,-20,-18,-12,-14[20 µM],-3
p97 ATPase inh,1,-3,1,3,7,6,5,5,2,-7,1
BaF3 tox,3,10,9,2,1,0,5,0,2,2,2
